BCLXL inh: blocks human Bcl-xL binding to Bim BH3 peptide. AID 2129. 0.7% of 320,000 active. GST-Bcl-xL / FITC-Bim BH3 peptide fluorescence polarization. inhibition, % at 10.9 µM. Q07817;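 active means inhibition above the mean of all tested compounds plus 3 SD, cutoff set per campaign, cut at about 30% in these data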;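 further: 0% = DMSO wells and 100% = unlabeled Bim-BH3 peptide competitor; inhibitors lower millipolarization by displacing the labeled peptide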
MCL1-BIM inh: disrupts human MCL1 binding to BIM-BH3 peptide; 0.68% of 320,000 active; Q07820; inhibition, % at 10.9 µM; AID 2057; GST-MCL1 / FITC-Bim-BH3 fluorescence polarization;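 active means inhibition above the mean inhibition of all tested compounds plus 3 SD, set per campaign, cut at about 40% in these data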;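 further: 0% = DMSO wells and 100% = unlabeled Bim-BH3 peptide control; higher means more loss of mP so more displacement of Bim peptide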
Target sequence (Q07820 whole entry, looked up): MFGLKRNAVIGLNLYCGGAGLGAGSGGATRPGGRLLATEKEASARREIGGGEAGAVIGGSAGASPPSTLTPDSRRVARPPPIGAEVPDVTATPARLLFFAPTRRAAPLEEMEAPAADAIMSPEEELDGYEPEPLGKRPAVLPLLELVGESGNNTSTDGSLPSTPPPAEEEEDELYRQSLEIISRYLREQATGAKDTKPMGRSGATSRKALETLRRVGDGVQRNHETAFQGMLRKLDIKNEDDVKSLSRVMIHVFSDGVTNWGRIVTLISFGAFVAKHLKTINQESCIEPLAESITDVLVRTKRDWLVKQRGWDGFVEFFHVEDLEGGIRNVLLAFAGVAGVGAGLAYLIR
PAD4 FP inh: blocks human protein arginine deiminase 4 | inhibition, % at 6.36 µM | 0.41% of 330,000 active | Q9UM07 | recombinant PAD4, RCA probe fluorescence polarization;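 active means percent inhibition above a cutoff equal to the mean of all tested compounds plus 3 SD, cut at about 15% in these data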;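 further: 0% = PAD4 with RCA probe and DMSO and 100% = probe without PAD4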
GSTO1 inh: blocks human GSTO1 in RBBP9 counter-screen; inhibition, % at 5.96 µM; 1.1% of 300,000 active; P78417; recombinant GSTO1, activity-based probe fluorescence polarization; AID 1974;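 active means inhibition above the campaign mean inhibition plus 3 SD, cut at about 35% in these data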;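 further: 0% = GSTO1-1 with DMSO and 100% = wells lacking GSTO1-1 enzyme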
Target sequence (P78417 whole entry, looked up): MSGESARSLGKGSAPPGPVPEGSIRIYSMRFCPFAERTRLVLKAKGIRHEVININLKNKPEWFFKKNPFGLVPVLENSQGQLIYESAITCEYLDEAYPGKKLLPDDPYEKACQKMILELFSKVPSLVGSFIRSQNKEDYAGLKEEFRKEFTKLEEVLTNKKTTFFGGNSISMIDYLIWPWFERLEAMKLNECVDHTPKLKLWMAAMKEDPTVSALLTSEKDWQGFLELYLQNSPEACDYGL
Fam108B inh: counter-screen for RBBP9 inhibitors: inhibitors of mouse Fam108B | recombinant Fam108B, FP-Rh probe fluorescence polarization | inhibition, % at 9.51 µM | 0.33% of 300,000 active | AID 1947;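 active means inhibition above the screen mean inhibition plus 3 SD, computed separately per campaign, cut at about 18% in these data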;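 further: inhibitors lower polarization as less probe binds the enzyme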
MEX-5 binding: C. elegans MEX-5 TCR-2 RNA binding activity | 0.38% of 300,000 active | MEX-5/FITC-TCR2 RNA binding, fluorescence polarization; hits give low values | activity score (negative = inhibition of binding), % at 10 µM | AID 1832;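 active means inhibition past about -25% in most replicates, and total fluorescence under double the plate's negative control median, limit read from the data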;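 further: 0% = DMSO and -100% = 5 µM competing unlabeled TCR2 RNA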
Target sequence (Q9XUB2 whole entry, looked up): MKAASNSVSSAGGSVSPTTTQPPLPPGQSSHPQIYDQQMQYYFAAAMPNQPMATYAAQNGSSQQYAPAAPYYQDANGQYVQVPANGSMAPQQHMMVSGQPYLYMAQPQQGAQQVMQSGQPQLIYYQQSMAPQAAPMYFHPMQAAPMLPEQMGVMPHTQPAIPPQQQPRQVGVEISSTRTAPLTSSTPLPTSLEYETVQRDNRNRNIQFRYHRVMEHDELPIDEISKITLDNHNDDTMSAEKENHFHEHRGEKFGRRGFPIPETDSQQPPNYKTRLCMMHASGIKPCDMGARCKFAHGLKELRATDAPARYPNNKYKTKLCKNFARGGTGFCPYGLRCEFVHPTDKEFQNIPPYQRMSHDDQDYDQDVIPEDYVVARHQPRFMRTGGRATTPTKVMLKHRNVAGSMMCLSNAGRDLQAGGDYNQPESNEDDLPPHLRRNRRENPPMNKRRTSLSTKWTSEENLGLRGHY
TPT1 inh: inhibitors of Candida albicans tRNA 2'-phosphotransferase TPT1. recombinant caTPT1, FP RNA substrate dephosphorylation. inhibition, % at 5 µM. 0.81% of 300,000 active. AID 1962;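 active means inhibition above the mean of all tested compounds plus 3 SD, set per screening campaign, cut at about 24% in these data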;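 further: plate controls were DMSO alone for no effect and ferristatin control at 100 nM for full effect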
GLD-1 RNA inh: GLD-1-TGE RNA interaction inhibition (C. elegans). AID 2280. 0.44% of 320,000 active. purified GLD-1 + fluorescein TGE RNA, fluorescence polarization. Q17339. inhibition, % at 5.96 µM;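 active means percent inhibition above a per-plate cutoff, the plate mean of test compounds plus 3 SD, cut at about 30% in these data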;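 further: 0% = DMSO wells with GLD-1 and probe and 100% = wells lacking GLD-1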
PME-1 inh: PME-1 (human) inhibition | inhibition, % at 5.9 µM | Q9Y570 | AID 2130 | recombinant PME-1, FP-Rh probe fluorescence polarization | 0.53% of 320,000 active;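 active means inhibition above the campaign mean of all compounds plus 3 SD, cut at about 26% in these data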;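 further: competitive labeling of PME-1 active site by serine hydrolase directed probe; 0% = PME-1 with DMSO and 100% = wells lacking PME-1 enzyme; inhibitors block probe labeling so polarization falls and inhibition rises; many of its hits are not listed in these tables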
Active calls of the source: *; . = no result given. These rows are one share of the data, so the mix of outcomes need not match the whole.

mol	BCLXL inh	MCL1-BIM inh	PAD4 FP inh	GSTO1 inh	Fam108B inh	MEX-5 binding	TPT1 inh	GLD-1 RNA inh	PME-1 inh
CCC(c1nnc(SCC(=O)N2CCOCC2)n1C1CCCCC1)N(C)C (stereo not drawn)	-3	-2	-2	7	2	0.3	0	0	0
NS(=O)(=O)c1ccc(CCNC(=O)CSc2ccc3ccccc3c2)cc1	5	5	2	-2	-4	-1.7	0	6	1
Cc1ccc(C(=O)Nc2nc3ccccc3n2CCN2CCCC2)cc1	-3	0	-4	-2	4	.	-1	-11	0
O=C(CCNC(=O)c1ccc(Br)cc1)Nc1cccc(S(=O)(=O)N2CCCCCC2)c1	1	6	-1	-14	-3	2.7	1	2	4
COc1cc(NC(=O)c2sc3ncn(CC(=O)N4CCCC(C)C4)c(=O)c3c2C)cc(OC)c1OC (stereo not drawn)	6	4	3	-4	1	4.4	-3	0	-7
OC(COCc1ccc2c(c1)OCO2)CN1CCCCC1 (stereo not drawn)	-3	-2	0	-1	1	-2.7	-3	-2	6
CCc1ccc(C(=O)CSc2nc(N)cc(=O)[nH]2)cc1	8	6	1	6	-3	2.2	1	6	8
CN(CCOc1ccc(Cl)cc1)CC(O)c1ccccc1 (stereo not drawn)	-5	-3	-3	1	-3	-0.5	2	2	-4
CC(C)CN(C(=O)COC(=O)C1CC1)c1c(N)n(Cc2ccccc2)c(=O)[nH]c1=O	0	6	-1	11	3	-1.3	0	3	1
Cc1ccc2nc(-c3ccco3)c(Nc3ccccc3)n2c1	6	-4	-3	3	2	2.3	-1	3	-4
N#Cc1ccccc1CN1C(=O)NC2(CCCCCC2)C1=O	0	-4	0	-1	-4	0.2	1	4	1
COCc1cc(C)nc2sc(C(=O)Nc3ccccc3F)c(N)c12	8	-3	-2	3	2	0.3	-5	0	5
O=C(O)CCCCCNC(=O)c1ccccc1	-3	-7	1	5	-1	0.1	1	7	3
COc1ccc(S(=O)(=O)N2CCC(C(=O)NCc3ccncc3)CC2)cc1OC	0	-2	-2	-4	2	0.6	1	8	-2
Cc1cccc(C(=O)NC(=S)NCc2cccnc2)c1	3	6	-1	2	0	-2.2	2	1	-4
CC(C)CC(NC(N)=O)C(=O)NCCc1ccc(Cl)cc1 (stereo not drawn)	-9	-7	-2	7	1	0.4	0	9	-5
COC(=O)C1CCN(Cc2nnc(-c3ccccc3)o2)CC1	2	5	1	10	4	2.5	4	0	2
Cc1ccc(NC(=O)CN(C)C(=O)c2n[nH]c(=O)c3ccccc23)cc1	3	-9	-2	-1	-4	-0.8	-2	-4	3
CCOc1ncccc1C(=O)Nc1ncc(C)s1	2	1	0	6	0	0.9	-1	0	11
O=C(CSC1=NCCN1)NC(c1ccccc1)c1ccccc1	6	5	12	-16	2	-1.2	2	-6	9
O=C(NCc1cccs1)c1ccc(CS(=O)(=O)c2ccc(Cl)cc2)o1	3	11	1	0	-1	0.4	1	12	5
CCOCc1nnc(NC(=O)C2c3ccccc3Oc3ccccc32)s1	3	1	-2	0	-5	0.6	-4	-8	6
CCc1ccc(CN2CCCC(C(=O)Nc3ccccc3-c3ccc(OC)cc3)C2)o1 (stereo not drawn)	3	6	-4	4	6	0.1	-2	4	4
O=c1[nH]c(C(Cl)(Cl)Cl)nc2ccc3ccccc3c12	3	2	2	-11	-1	-1.1	-3	-2	-7
CC(=O)c1cccc(NC(=S)N2CCCC2)c1	1	7	0	4	-2	0.1	-3	6	6
Cc1cccc(C(=O)NC(NCCc2ccccc2)C(Cl)(Cl)Cl)c1 (stereo not drawn)	6	8	1	-8	0	-1.2	-5	2	-2
N#Cc1cc2c(=O)n3ccccc3nc2n(-c2ccc(Cl)cc2)c1=O	20	20	-3	5	1	-14	1	3	-1
O=S(=O)(c1ccc(Br)cc1)N1CCN=C1SCc1cccc(F)c1	10	16	0	4	-5	2.1	-4	3	2
Cc1ccc(S(=O)(=O)N2CCCC2CNC(=O)C(=O)Nc2ccccc2)cc1 (stereo not drawn)	6	1	-1	10	-2	0.5	3	8	4
O=C(N/C(=C/c1ccco1)C(=O)N1CCc2ccccc21)c1ccco1	21	17	-5	-6	-1	-4.0	7	8	1
COc1ccccc1C(C)NS(=O)(=O)c1cccs1 (stereo not drawn)	0	-3	97*	-3	0	-2.3	7	-3	-3
Cc1cc(=O)oc2cc(OCC(=O)NCCc3c[nH]c4ccc(F)cc34)ccc12	6	-7	-6	-3	3	-2.7	0	5	5
CCC(C)Sc1ccc([C@H]2N[C@@](CC(C)C)(C(=O)OC)[C@H]3C(=O)N(CC)C(=O)[C@@H]23)cc1 (stereo partly drawn)	6	4	2	5	0	2.9	0	-2	4
COc1ccc(OCC(=O)Nc2cccc(-c3nc4ccccc4o3)c2)cc1	5	6	2	-3	-3	-1.3	1	2	-20
CC(=O)OC(C)[C@H]1CC[C@H]2[C@@H]3CC[C@H]4C[C@@H](OC(C)=O)CC[C@]4(C)C3=CC[C@]12C (stereo partly drawn)	3	-4	4	4	1	-1.1	-4	1	-8
CN(C)c1cccc(C(=O)Nc2ccc(N3CCOCC3)cc2)c1	5	5	1	0	2	-3.6	0	3	0
NN/C(=C\[N+](=O)[O-])Nc1ccc(Cl)cc1	4	15	5	5	4	1.5	1	-2	11
CCOC(=O)C1(Cc2ccccc2C)CCCN(C(=O)CN2CCCCC2=O)C1 (stereo not drawn)	-1	0	-5	5	-2	-2.2	-2	2	0
CCc1ccc(Nc2n[n+](-c3ccccc3)c(-c3ccc(OCc4ccccc4)cc3)s2)cc1	-11	-10	-3	-5	-4	3.6	-1	11	-5
Cc1c(NC(=O)c2cc(=O)[nH]c(=O)[nH]2)c(=O)n(-c2ccccc2)n1C	3	3	1	4	4	.	-2	-3	-2
CCOc1ccc(-c2nnc(Nc3ccc(OC)c(C(=O)N4CCCCC4)c3)c3ccccc23)cc1	3	3	3	-5	-3	0.3	3	4	11
Cc1ccc(C)c(S(=O)(=O)Nc2ccc3[nH]c(=O)[nH]c3c2)c1	4	-2	4	1	2	0.1	-2	2	4
Cc1cc(C(=O)COC(=O)CC2Sc3ccccc3NC2=O)c(C)n1-c1ccc2c(c1)OCO2 (stereo not drawn)	-2	-9	-6	-8	-6	1.0	1	1	0
COC(=O)COc1ccc(/C=C2/SC(=O)N(CC(=O)N3CCCC3)C2=O)cc1Br	12	1	3	-7	4	-1.3	-1	-13	-2
CC(C)(C)n1ncc2c(=O)n(Cc3c(F)cccc3Cl)cnc21	1	1	-2	4	-2	1.7	-1	0	2
O=C(NCC(c1ccc(F)cc1)N1CCOCC1)c1cccc(Br)c1 (stereo not drawn)	-3	-6	-4	-6	-1	-0.1	1	2	3
COc1ccc(CCNC(=O)CSc2nc(O)cc(=O)[nH]2)cc1OC	1	2	-4	3	-3	-2.6	-1	-4	-5
Cc1ccc(C(=O)C2CCN(C(=S)NCC3CCCO3)CC2)cc1 (stereo not drawn)	2	7	2	6	-2	1.2	-5	4	4
Cc1cccc(-c2nnc(SCC(=O)N3c4ccccc4CCc4ccccc43)n2C)c1	5	2	2	7	-2	-1.4	-3	0	11
Cc1cc(=O)oc2c(C)c(OCC(=O)N3CCN(c4cccc(Cl)c4)CC3)ccc12	2	1	1	-15	0	0.4	2	2	2

New compounds follow
mol	BCLXL inh	MCL1-BIM inh	PAD4 FP inh	GSTO1 inh	Fam108B inh	MEX-5 binding	TPT1 inh	GLD-1 RNA inh	PME-1 inh
COc1ccc(NC(=O)CC2Oc3ccc(C)cc3NC2=O)cc1 (stereo not drawn)	3	2	-2	3	3	-4.8	-3	-1	-1
Cc1ccc(CNC(=O)c2sc3ccc(S(=O)(=O)N4CCCCC4)cc3c2N)cc1	4	8	0	4	-3	-0.1	2	0	-3
Cc1ccc(N2OC3C(=O)NC(=O)C3C2c2ccco2)cc1 (stereo not drawn)	7	7	0	-2	-1	0.6	-5	20	-2
Cc1ccc(C(=O)NC(C)c2ccccc2)cc1Br (stereo not drawn)	2	6	1	2	5	-0.6	-2	-5	6
COc1cccc(NC(=O)c2cccc(OC)c2OC)c1	6	3	-1	2	3	-0.7	-1	7	-5
O=C(Nc1nnc(N2CCCCCC2)s1)c1cc(-c2ccc(Br)cc2)on1	1	6	1	10	6	2.1	-1	-5	-2
CCn1nc(NS(=O)(=O)c2ccccc2)c2cc3ccc(C)cc3nc21	10	8	1	2	5	1.6	-1	4	0
COC(=O)c1c(C)[nH]c(C(=O)CSc2nnnn2-c2ccccc2)c1C	10	-11	-4	7	-4	-2.8	1	2	-7
CC(=O)c1ccccc1NC(=O)COC(=O)Cc1cccc(C(F)(F)F)c1	3	0	-2	.	.	.	.	1	-3
Cc1ncccc1C(=O)N1CCCC(C(=O)c2ccc3c4c(cccc24)CC3)C1 (stereo not drawn)	-1	-7	2	2	-4	-0.8	-1	-2	9
Cc1ccc(Cn2c(C3CCCN3c3nc(-c4ccc(F)cc4)cs3)nc3cc(C(=O)NCCCO)ccc32)cc1 (stereo not drawn)	-2	-7	1	2	-1	0.4	3	3	2
COc1ccc(OC)c(C(=O)C2COC(=O)C2)c1 (stereo not drawn)	2	0	-3	-4	-2	1.6	-1	9	3
Cc1ccc(-n2c(Cl)c(Cl)nc(Cl)c2=O)cc1	5	7	6	-18	-5	.	0	3	-2
O=C(Cc1coc2ccc3ccccc3c12)N1CCc2ccccc21	-5	-11	-9	-7	-5	-0.8	0	1	-8
COC(=O)[C@H](C)[C@@H]1C[C@@]1(C)[C@@H](NC(=O)OCc1ccccc1)c1ccccc1	-3	-7	0	2	-3	-1.5	4	-3	-1
Cc1ccc2c(=O)cc(C(=O)NC3CCS(=O)(=O)C3)oc2c1C (stereo not drawn)	0	-2	-4	0	-1	1.0	0	2	-5
Fc1ccc2c(c1)Sc1ccc(Cl)cc1CC2N1CCN(CCC2OCCO2)CC1 (stereo not drawn)	1	2	5	9	0	1.9	0	0	-5
Cc1cccc(OCCCCCNCCO)c1	2	0	-4	-1	0	1.7	4	4	-7
CCCc1ncc(C(O)(c2ccccc2)c2ccc(C)cc2)n1C (stereo not drawn)	1	4	-9	-2	5	0.7	2	4	8
COc1ccc(CNC(=O)CCc2ccc(S(=O)(=O)N3CCCCCC3)cc2)cc1	5	7	1	.	.	.	.	-3	4
O=C(Nc1ccc(C2CC2(Cl)Cl)cc1)c1ccccc1Br (stereo not drawn)	5	-8	-4	-12	-1	0.3	-5	0	-7
COc1ccc(OC)c(CN2CCN(C(=O)c3cccc(S(=O)(=O)Nc4ccc(C)cc4)c3)CC2)c1	-4	-7	7	4	2	3.5	5	-6	7
O=C(Cn1cnc2c(oc3ccccc32)c1=O)NCC1CCCO1 (stereo not drawn)	-2	-3	-1	2	-1	-0.4	2	7	-4
O=C(Cn1cc(C(F)(F)F)ccc1=O)N/N=C/c1ccc(Cl)c(Cl)c1	0	-6	1	1	-2	5.9	1	-3	-3
CCOC(=O)C1CCN(C(=O)c2cccc(S(=O)(=O)N3c4ccccc4CC3C)c2)CC1 (stereo not drawn)	3	1	2	.	.	.	.	7	4
